BRCA1 expr up: qHTS Assay to Identify Small Molecule Activators of BRCA1 Expression; MCF7-BRCA1-FFLuc reporter, luminescence, 48 h; response scale: scaled: vehicle 0%, 10 µM genistein 100%; Potency, µM (highest dose often 46.1 µM), without a hit: top-dose activation, usual class: activators; hit rate 1.1% among 380,000; AID 624202, 2012; active = well fitted activation curve with a large enough effect; also: nearly all actives have a fitted effect of over 80% in size; some results filed as inactive show a strong effect at the top dose
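First, MCF7-BRCA1-FFLuc cells (2000/well) attach for 2 h; next, compounds are pin-added and incubated 48 h at 37 °C; finally, luciferase reagent is added and luminescence read after 15 min.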
Active calls of the source: *; & = joins results of further samples; [ ] = remark or other dose. Potency is read from the fitted curve at half-maximal effect.

| smiles | BRCA1 expr up |
| --- | --- |
| Nc1nc[nH]c(=O)c1N | 2.6% |
| CC(C)CNS(=O)(=O)c1ccc(S(=O)(=O)NC2CCOC(C)(C)C2)cc1 (stereo unspecified) | -3.5% |
| Cc1cccc(C)c1NC(=O)C1(C)CCC(=O)N1c1cc(C(C)(C)C)nn1C (stereo unspecified) | 0.0% |
| O=C1C=CC(c2c[nH]c3ccccc23)CC1 (stereo unspecified) | -29.2% |
| CC1OC(C2CCCCC2)Cc2[nH]c(=S)[nH]c(=O)c21 (stereo unspecified) | -5.9% |
| O=C(Nc1c2c(nn1-c1ccccc1)CS(=O)(=O)C2)C1CC1 | 1.5% |
| Nc1nc(-c2ccccc2)nc2nonc12 | 2.1% |
| OC[C@@H]1CN(Cc2ccccc2)C[C@H](n2cnc3c(NC4CCCC4)ncnc32)O1 | 19.9% |
| COc1ccc(C(O)c2ncc(-c3ccccc3OC)[nH]2)cc1 (stereo unspecified) | -5.7% |
| CCCCc1ccc(S(=O)(=O)NC(=O)C2(C)CCN2C(=O)Cc2ccccc2)cc1 (stereo unspecified) | 0.0% |
| O=C(O)c1ccc(CSCc2ccccc2)o1 | 0.0% |
| Nc1ccn(CCCN2CCN(Cc3cccc4ccccc34)CC2)c(=O)n1 | 6.6% |
| O=S(=O)(c1ccc(NC(=S)NN=Cc2ccccc2O)cc1)N1CCCCC1 | -69.5% |
| C[n+]1ccnc2ccccc21 | -12.7% |
| O=C1OC(c2ccccc2)(c2ccc3cc(O)ccc3c2)c2ccccc21 (stereo unspecified) | -100.9%[inhibitor] |
| CC1(C(=O)NS(=O)(=O)c2ccc(F)cc2F)CCN1C(=O)CC1CC1 (stereo unspecified) | 2.3% |
| C[C@H]1CN([C@@H](C)CO)C(=O)c2cc(-c3ccccc3F)cnc2O[C@H]1CN(C)C(=O)C1CCOCC1 | 21.7% |
| O=C1NC[C@H](Cc2ccccc2)N(CC2CCN(CC3CCCC3)CC2)C1=O | 16.1% |
| CNC(=O)c1cc(Oc2ccc(NC(=O)c3[nH]c(-c4ccccc4)c4c3C(=O)N(C)C4=O)cc2)ccn1 | -39.5% |
| CCN(CC)c1c(C)nc2ccc(C(=O)NCc3ccc4c(c3)OCO4)cn12 | 29.9% |
| NC(=O)C(CCCCN1CCCCC1)(c1ccccc1)c1ccccc1 | -23.0% |
| C[C@@H]1CN([C@H](C)CO)C(=O)c2cc(Br)cnc2O[C@@H]1CN(C)C(=O)Nc1cccc(F)c1 | 5.7% |
| Cc1oc2ccc(O)cc2c1C(=O)c1ccc(F)cc1 | 11.2µM* |
| CCOC(=O)C1(C)CCCN1C(=O)c1cccc(OC)c1 (stereo unspecified) | 2.5% |
| CC(C)(CC1(C)NC(=O)NC1=O)OCc1ccccc1 (stereo unspecified) | 0.4% |
| Cc1c(N2C(=O)/C(=C/c3ccc(N(C)C)cc3)N(C)C2=S)c(=O)n(-c2ccccc2)n1C | -31.4% |
| CC(C)(C)OC(=O)N1CCC[C@H]1C(=O)N1CCC[C@H]1C(=O)NCc1ccncc1 | 23.2% |
| COc1cc(C)c(CN2CCN(C(=O)CCC(=O)c3ccc(C)s3)CC2)cc1OC | -13.8% |
| O=C(O)CC1(C(=O)O)CCCC1 | 23.3% |
| COc1ccc(-c2cnc(C(O)c3ccc(OC)c(F)c3)[nH]2)cc1 (stereo unspecified) | 24.7% |
| CCCc1c(-c2ccc(Cl)cc2)ncn1Cc1ccccc1OC | -20.3% |
| c1ccc2c(c1)Nc1cc3ccccc3cc1O2 | 44.2% |
| Cc1ccc(-c2nc3cc(C)c(Br)c(C)n3c2CC(C)(C)C)cc1 | 0.0% |
| CN1CCN(S(=O)(=O)c2ccc(F)cc2)CC1 | -30.7% |
| O=C(C1CCCCC1)N1C[C@H](n2cc(-c3ccc(F)cc3)nn2)[C@@H](O)C[C@@H]1c1ccc(Cl)cc1 | -52.0% |
| O=C(NCc1ccccc1)c1onc(CSc2ccccc2)c1C(=O)NCc1ccccc1 | -11.6% |
| Cc1cccc(OCCCCN2CCNCC2)c1 | -2.2% |
| COc1ccc(Br)c(Cn2c(C)c(C(=O)NCc3cccs3)sc2=O)c1 | -0.9% |
| CCN(C(C)=O)c1cnc(C=NNC(N)=S)c2ccccc12 | -85.3% |
| CC(C)C[C@H]1CN([C@@H](CC(C)C)CN2CCCC2CN2C(=S)NC[C@@H]2Cc2ccc(O)cc2)C(=S)N1CCc1ccccc1 (stereo partly specified) | -29.4% |
| CCCCCCn1c(COc2ccccc2F)nnc1SCC(=O)NC1CCS(=O)(=O)C1 (stereo unspecified) | -15.5% |
| CC(C)C1C(=O)N(Cc2cn(CCC3OCCCO3)nn2)CCS(=O)(=O)N1Cc1ccc(-c2ccc(Cl)nc2)cc1 (stereo unspecified) | 22.2% |
| COCCNC(=O)c1c(CSc2ccc(Cl)cc2)noc1C(=O)NCc1ccccc1 | -13.8% |
| CC1(C(=O)NS(=O)(=O)c2ccc(Cl)s2)CCN1C(=O)Cc1ccc(Cl)cc1Cl (stereo unspecified) | 0.0% |
| COc1ccc(NC(=O)CN2C(=O)NC(C)(Cc3ccc(OC)c(OC)c3)C2=O)cc1 (stereo unspecified) | -4.6% |
| Cc1cn(CC(=O)N2CCN(c3ccccn3)CC2)c(=O)[nH]c1=O | 6.8% |
| COc1cc(O)c(C=NN2C(=O)CSC2=S)c(OC)c1 | -23.7% |
| CCOC(=O)C1CCCN(C(=O)c2cc(C(C)(C)C)nn2C)CC1 (stereo unspecified) | 5.2% |
| COCCn1c(CN2CCN(c3ccccc3)CC2)nc2c1c(=O)n(C)c(=O)n2C | -56.6% |
| CC(CCc1ccccn1)(CCc1ccccn1)C(=O)c1ccccc1 | -5.7% |

(next part)
| smiles | BRCA1 expr up |
| --- | --- |
| CC(C)=CCc1c(O)cc2c(c1O)C(=O)CC(c1ccccc1)O2 (stereo unspecified) | -46.8% |
| CCOC(=O)C(=C1Nc2ccccc2N1)n1c(-c2ccco2)nc2ccccc21 | 1.4% |
| Cc1cc(NCCCCCCCNc2cc(C)nc3cc([N+](=O)[O-])ccc23)c2ccc([N+](=O)[O-])cc2n1 | -88.4% |
| Cc1ccc(S(=O)(=O)N2C[C@H]3C(=O)C[C@@H](c4ccc(Cl)cc4)N(S(=O)(=O)c4ccc(C)cc4)[C@H]3C[C@H]2c2cccc3ccccc23)cc1 | 8.8% |
| O=C(Cc1cccc(NC(=O)C2CCN(C(=O)c3ccccc3)CC2)c1)Nc1cccc(C(=O)N2CCOCC2)c1 | 13.6% |
| Cc1ccc(C(=O)OCC(=O)NCc2ccc(Cl)cc2)s1 | 18.8% |
| O=[N+]([O-])c1cc(Cl)ccc1Nc1nc(Nc2ccc(Cl)cc2[N+](=O)[O-])nc(N2CCOCC2)n1 | 20.2% |
| COc1cc(C(O)c2nc(/C=C/c3ccc(C(F)(F)F)cc3)cs2)ccc1F (stereo unspecified) | -40.1% |
| COc1cccc(CN2CCC(n3nccc3NC(=O)CCOc3ccccc3)CC2)c1O | -3.2% |
| CC1CCC(C(O)(C(=O)O)C2CCCCC2)CC1C (stereo unspecified) | -4.9% |
| COc1ccc(C(O)c2nc(-c3cccc(NC(C)=O)c3)cs2)cc1 (stereo unspecified) | 23.6% |
| Cn1nc(C(C)(C)C)cc1C(=O)N1CCCCC1c1cc(C(=O)NCc2cccnc2)no1 (stereo unspecified) | -3.4% |
| NC(=O)C1(Nc2ccc(Br)cc2)CCCC1 | -29.0% |
| CN(CC(=O)Nc1ccccc1Br)C(=O)c1ccccc1OCc1ccc(Cl)cc1 | -29.6% |
| CN(C)c1ncnc2c1ncn2-c1ccccc1 | 11.2µM* |
| Nc1nc(NCc2ccccc2)c2[nH]cnc2n1 | -9.8%&7.7% |
| CCCCN1C(=O)C(CC(=O)NC(c2ccccc2)c2ccccc2)CC(C(=O)N(C(C)C)C(C)C)=C1C (stereo unspecified) | -29.4% |
| O=S(=O)(c1cccc(Cl)c1)N1CCN(c2nc(-c3cccs3)nc3ccccc23)CC1 | 0.0%&-3.1% |
| CC(C)(C)CC(C)(C)Nc1c(-c2ccc(O)cc2)nc2cnccn12 | -52.7% |
| Cc1cccc(NS(=O)(=O)c2ccc(C)c(C(=O)N3CCN(C(=O)c4ccco4)CC3)c2)c1 | -16.8% |
| Nc1c(Cl)cnn(-c2ccccc2)c1=O | 43.1% |
| O=C(c1ccccc1)C(I)(I)N1CCOCC1 | 13.5% |
| COc1cccc(-c2cnc(C(O)c3ccc(F)c(C)c3)[nH]2)c1 (stereo unspecified) | -4.6% |
| Brc1ccc(-c2nc3ccc(Br)cn3c2Cc2ccccc2)cc1 | 0.0% |
| C=C1C=C(C)n2ncc(C(=O)Nc3cccc(C(=O)Nc4cccc(C(F)(F)F)c4)c3)c2N1 | 10.0% |
| O=C1NC[C@H](CCCCN2CCN(Cc3ccccc3)C(=O)C2=O)N(CCc2ccc(O)cc2)C1=O | 15.2% |
| Cc1csc(N2C(=O)C3C4CCC(O4)C3C2=O)n1 (stereo unspecified) | 39.8% |
| CCC(=O)NC(C)C(c1cccs1)N1CCOCC1 (stereo unspecified) | 6.2% |
| CNc1cc(-c2ccc(O)cc2C)ncn1 | 17.3% |
| O=C(Cc1ccc(OCc2ccccc2)cc1)NCc1ccc2c(c1)OCO2 | 2.8% |

Molecules shown so far that contain a nitro group on carbon:
| smiles | BRCA1 expr up |
| --- | --- |
| Cc1cc(NCCCCCCCNc2cc(C)nc3cc([N+](=O)[O-])ccc23)c2ccc([N+](=O)[O-])cc2n1 | -88.4% |
| O=[N+]([O-])c1cc(Cl)ccc1Nc1nc(Nc2ccc(Cl)cc2[N+](=O)[O-])nc(N2CCOCC2)n1 | 20.2% |

Entries from the list above containing bromine:
| smiles | BRCA1 expr up |
| --- | --- |
| C[C@@H]1CN([C@H](C)CO)C(=O)c2cc(Br)cnc2O[C@@H]1CN(C)C(=O)Nc1cccc(F)c1 | 5.7% |
| Cc1ccc(-c2nc3cc(C)c(Br)c(C)n3c2CC(C)(C)C)cc1 | 0.0% |
| COc1ccc(Br)c(Cn2c(C)c(C(=O)NCc3cccs3)sc2=O)c1 | -0.9% |
| NC(=O)C1(Nc2ccc(Br)cc2)CCCC1 | -29.0% |
| CN(CC(=O)Nc1ccccc1Br)C(=O)c1ccccc1OCc1ccc(Cl)cc1 | -29.6% |
| Brc1ccc(-c2nc3ccc(Br)cn3c2Cc2ccccc2)cc1 | 0.0% |

Going on with the list.
| smiles | BRCA1 expr up |
| --- | --- |
| CCN(CC)c1ccc(/C=C/c2cc(Cl)nc3ccccc23)cc1 | -13.0% |
| Nc1c(CNCc2nnn(Cc3ccccc3)c2N)nnn1Cc1ccccc1 | 0.1% |
| CCOC(=O)N1CCN(C(=O)C[C@@H]2C[C@@]3(C(=O)OCC)CCC=C3N(Cc3ccc(Cl)cc3Cl)C2=O)CC1 | -19.8% |
| O[C@H]1C[C@H](c2ccccc2)N(Cc2cccs2)C[C@@H]1n1cc(C2CC2)nn1 | -40.9% |
| CCN(CC)CCN1C(=O)c2ccccc2NC1c1ccc(OC)c(COc2ccc(NC(C)=O)cc2)c1 (stereo unspecified) | -19.4% |
| COCC1CCN(C(=O)c2cc(COc3ccc(OC)c4ccccc34)on2)C1 (stereo unspecified) | 13.5% |
| O=C(/C=C/[C@H]1O[C@@H](n2cnc3c(NC(=O)c4ccccc4)ncnc32)[C@H](O)[C@@H]1O)NCCc1c[nH]c2ccccc12 | 18.0% |
| CC(C)c1nc(CNC(=O)CC2C(=O)NCCN2Cc2ccccc2)cs1 (stereo unspecified) | 17.1% |
| COCCNc1oc(/C=C/c2cccs2)nc1S(=O)(=O)c1ccccc1 | -14.3% |
| CC1(C(=O)NCCc2ccccc2)Cc2c(-c3cccc(C(F)(F)F)c3)ccnc2O1 (stereo unspecified) | -42.2% |
| CC1(Cc2ccc(C(F)(F)F)o2)C(=O)Nc2ccc(-c3cccc(C(F)(F)F)c3)cc21 (stereo unspecified) | -72.4% |
| COc1cc(NS(=O)(=O)c2cc(NC(C)=O)ccc2OC)c(OC)cc1NC(=O)c1ccccc1 | -19.8% |
| O=C(c1[nH]c(C(F)(F)F)nc1-c1ccccc1)N1CCN(Cc2c(F)cccc2Cl)CC1 | 14.8% |
| CCCN1CNc2c(c(=O)[nH]c(=S)n2CCc2cccc(Cl)c2)C1 | 0.0% |
| CC1(c2nnnn2Cc2ccccc2)CCC(=O)N1C1CC1 (stereo unspecified) | 0.0% |
| COc1ccc(C=NN=C2c3ccccc3-c3ccccc32)cc1OC | -21.4% |
| CCN(CC(=O)Nc1ccc(OC)cc1)C(=O)c1ccc(OCc2c(C)noc2C)cc1 | -8.4% |
| COc1ccc(-c2ccc(C(=O)NCc3ccc(N4CCN(C)CC4)cc3)c3occc23)c(C)c1 | 0.0% |
| CCOC=C1SC(=S)N(c2ccccc2OC)C1=O | 8.6% |
| O=C1[C@H]2[C@@H](c3ccccc3)N[C@]3(CCCN(Cc4ccco4)C3=O)[C@H]2C(=O)N1Cc1ccccc1 | 3.8% |
| O=C(c1cccs1)N1CCN(Cc2nc(-c3ccccc3)no2)CC1 | 39.7% |
| O=C(OC1CC2CC1[C@H]1CCCCN1C2=O)N1CCCCC1 (stereo partly specified) | 11.0% |
| Cc1ccc(S(=O)(=O)Nc2c(C)cc([N+](=O)[O-])cc2C)cc1 | -11.2% |
| CC(=NNC(=S)N1CCCCC1)c1ccccn1 | -54.7% |
| CC(C)Oc1ccc(Cl)cc1Nc1nc(NCCO)nc(N2CCCC2)n1 | -41.1% |
| CC(C)c1ccc([C@@H]2O[C@H](CCc3ccccc3)CC3=C2C(=O)OC(C)(C)O3)cc1 | -22.5% |
| CNc1ncnc2c1ncn2[C@H]1CN(Cc2cccc3ccccc23)C[C@@H](CO)O1 | -3.4% |
| COc1ccc(C(=O)NNC(=S)NC(=O)c2cccc([N+](=O)[O-])c2)cc1 | -19.4% |
| CCOc1ccc(CCN2C(=S)N([C@@H](Cc3ccc(O)cc3)CN3CCC[C@@H]3CN3C(=S)NC[C@@H]3Cc3ccccc3)C[C@@H]2Cc2ccccc2)cc1 | -23.7% |
| OCCOCCn1c(CCNc2nc(-c3ccc(Cl)cc3)cs2)nc2cc(Cl)c(Cl)cc21 | -63.8% |
| CC(C)(C)c1ccc(NC(=O)c2ccc3c(c2)S(=O)(=O)c2ccccc2C3=O)cc1 | -4.2% |

From PubChem BioAssay

The list is partial; count on the stated rates, not on these rows.
